SENP7 block: SENP7 protease inhibition; Q9BQF6; recombinant SENP7, Z-RLRGG-aminoluciferin luminescence, 40 min; inhibition, % at 5 µM; 330,000 tested, 1.5% active; AID 434973;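 active means inhibition above about 50% at the single test dose, limit read from the data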;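 further: plate controls were DMSO with enzyme for no effect and no enzyme buffer wells for full effect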
Target sequence (Q9BQF6 706-1050 limits assumed): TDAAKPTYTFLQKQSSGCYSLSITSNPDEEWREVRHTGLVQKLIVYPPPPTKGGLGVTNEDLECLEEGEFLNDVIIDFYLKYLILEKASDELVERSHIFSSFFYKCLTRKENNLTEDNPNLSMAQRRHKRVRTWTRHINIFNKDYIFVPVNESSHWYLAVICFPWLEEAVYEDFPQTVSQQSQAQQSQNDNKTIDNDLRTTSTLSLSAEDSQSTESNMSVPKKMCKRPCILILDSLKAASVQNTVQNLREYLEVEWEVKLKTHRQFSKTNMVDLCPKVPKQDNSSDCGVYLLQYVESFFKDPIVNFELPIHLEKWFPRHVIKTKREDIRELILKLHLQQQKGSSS
SENP1 inh: SENP1 (human) catalytic domain inhibition. Q9P0U3. recombinant SENP1 catalytic domain, CyPet-SUMO1-YPet FRET cleavage. inhibition, % at 10 µM. 360,000 tested, 0.21% active;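 active means inhibition at least 30% at 10 µM, raw YFP signal under a set limit, fluorescence ratio 0.5 to 1.5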;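 further: 0% = enzyme with DMSO and 100% = no enzyme wells; some results filed as inactive read as strong as hits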
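Material: hSENP1 catalytic domain, recombinant; medium: Tris pH 8 with BME, BSA, NP40 and catalase; compound: single concentration of 10 µM compound, 0.5% DMSO final; technique: FRET read of cyan and yellow fluorescence; timing: 50 min enzyme reaction, room temperature, light-protected; reagent: SFCypet-SUMO1-SFYpet substrate at 25 nM; control set: no-enzyme low, enzyme-DMSO high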
UBC13 polyUb: blocks human UBC13 polyubiquitin chain formation | P61088 | TR-FRET | inhibition, % at 20 µM | 330,000 tested, 0.47% active | AID 485273; in the data active means inhibition above about 45%, passing the limit was not always enough
SENP8 block-1: blocks human SENP8 cleavage of Nedd8 substrate | AID 602440 | recombinant SENP8, Nedd8 substrate fluorescence | 360,000 tested, 0.64% active | inhibition, % at 20 µM | Q96LD8; in the data active means inhibition mostly above about 40%, no sharp cut-off; inactive means mostly below about 27%
Target sequence (Q96LD8 whole entry, looked up): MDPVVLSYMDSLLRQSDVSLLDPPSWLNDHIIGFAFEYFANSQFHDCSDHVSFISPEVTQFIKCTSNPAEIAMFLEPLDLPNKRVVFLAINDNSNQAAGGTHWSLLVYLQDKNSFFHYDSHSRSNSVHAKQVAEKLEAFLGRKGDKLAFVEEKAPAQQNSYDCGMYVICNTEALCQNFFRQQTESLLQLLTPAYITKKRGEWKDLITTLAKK
SENP6 block: blocks the human protease SENP6 | Q9GZR1 | Recombinant SENP6 catalytic domain, aminoluciferin luminescence | inhibition, % at 10 µM | 330,000 tested, 1.8% active | AID 2599;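 active means inhibition above about 50% at the single tested dose, limit read from the data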;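 further: plate controls were DMSO wells with enzyme for no effect and DMSO wells lacking enzyme for full effect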
SENP8 block-2: inhibitors of human SENP8 protease | 330,000 tested, 1.2% active | inhibition, % at 10 µM | purified SENP8, Z-RLRGG-aminoluciferin cleavage, luminescence | AID 2540; in the data active means inhibition above about 50%
APOBEC3G inh: blocks human APOBEC3G single-stranded DNA deamination; Q9HC16; recombinant A3G, ssDNA deamination FAM/TAMRA fluorescence; inhibition, % at 20 µM; 330,000 tested, 0.28% active; AID 493012;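 active means inhibition of at least 40% at 20 µM, with no more than 30% in the related APOBEC3A deaminase screen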;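 further: plate controls were DMSO wells with A3G for no effect and wells lacking A3G enzyme for full effect; some compounds called inactive have numbers as strong as hits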
Target sequence (Q9HC16 whole entry, looked up): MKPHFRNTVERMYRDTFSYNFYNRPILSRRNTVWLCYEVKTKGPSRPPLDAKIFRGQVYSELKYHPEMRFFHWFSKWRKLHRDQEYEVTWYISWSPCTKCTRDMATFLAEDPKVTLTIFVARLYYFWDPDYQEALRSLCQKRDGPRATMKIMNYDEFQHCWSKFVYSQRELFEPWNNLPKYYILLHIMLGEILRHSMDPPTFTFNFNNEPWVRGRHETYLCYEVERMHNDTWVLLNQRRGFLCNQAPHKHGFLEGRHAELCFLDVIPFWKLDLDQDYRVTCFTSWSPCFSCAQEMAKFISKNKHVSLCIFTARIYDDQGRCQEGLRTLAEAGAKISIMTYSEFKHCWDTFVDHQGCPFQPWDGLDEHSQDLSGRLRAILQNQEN
Apaf1 inhib: inhibitors of human Apaf-1 apoptosome; 330,000 tested, 0.71% active; O14727; reconstituted apoptosome caspase-3 activity, DEVD-Rh110 fluorescence; inhibition, % at 20 µM; active means inhibition of at least 40% at 20 µM;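 further: plate controls were DMSO wells for no effect and DEVD-CHO caspase inhibitor wells for full effect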
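Material: reconstituted apoptosome with Apaf-1, cytochrome c, caspase-9, procaspase-3, dATP. Technique: Rh110 fluorescence intensity. Buffer or medium: pH 7.5 Hepes buffer with CHAPS, BSA, DTT. Times: 30 min plus 50 min, RT.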
Numbers without * were called inactive; / = no result given; & = joins results of further samples.

SMILES	SENP7 block	SENP1 inh	UBC13 polyUb	SENP8 block-1	SENP6 block	SENP8 block-2	APOBEC3G inh	Apaf1 inhib
COc1ccc(C)cc1S(=O)(=O)Nc1cc2c3c(c1)CC(=O)N3CCC2	7	-2	-6	3	-23	-15	-9	5
O=C1c2ccccc2NC2(CCCC2)N1NS(=O)(=O)c1ccccc1	5	-6	21	-381	2	-1	-6	5
CN(C[C@H](Cc1ccccc1)N(C[C@@H](Cc1cccc2ccccc12)N(CCc1ccccc1)N=O)N=O)N=O	-5	-1	-20	9	3	2	1	-5
Cc1c(C(=O)N2CCCCC2)c(S(=O)(=O)NCCc2ccc(S(N)(=O)=O)cc2)c(C)n1C	-1	-3	-2	12	9	5	-4	3
Cc1ccc(NCc2nnc(SCC(=O)N3CCCCC3)n2CC2CCCO2)c(C)c1 (stereo unspecified)	3	4	3	20	-23	-6	-1	-2
O=C(Nc1ccc(OC(F)F)c(Cl)c1)c1cccc(OC(F)F)c1	27	-1	2	18	62*	15	-7	11
Cc1cccc(C)c1OCc1cc(C(=O)N(C)CCc2ccccn2)no1	-3	-1	3	2	-12	-7	-4	9
COCc1[nH]c(=S)[nH]c(=O)c1C	1	1	27	17	-11	-15	-3	-7
Cc1ccc2oc(=O)c(/C=C(\O)c3cccs3)nc2c1	2	-1	-20	-21	0	-4	-4	-21
CN(Cc1ccon1)C(=O)CC1C(=O)NCCN1CC(C)(C)C (stereo unspecified)	-3	-13	-6	-45	-5	8	2	-2
Cc1nn(-c2ccc(C(F)(F)F)cn2)c(C)c1Oc1ccccc1O	-2	2	-14	29	-10	-8	-4	23
COc1cc(OC)cc(C(=O)Nc2ncc3c(n2)CC(C)CC3=O)c1 (stereo unspecified)	-2	1	0	27	-12	-12	-5	-3
CCOP(=O)(OCC)C(NC(=O)Nc1cccc(Cl)c1)c1ccccc1 (stereo unspecified)	2	1	3	10	-5	0	2	8
Cc1ccccc1N1CCN(C2CCCN(C(=O)c3cnsn3)C2)CC1 (stereo unspecified)	-2	1	6	8	19	-10	-6	1
CC(C)c1ccc(C(C)NCCS(=O)(=O)c2ccc(Cl)cc2)cc1 (stereo unspecified)	4	3	7	7	-1	2	11	22
O=C(C1=C[C@H](C2CCCCC2)C[C@H](OCCCCO)O1)N1CCN(Cc2ccccc2)CC1	-1	0	13	8	-5	5	-4	7
CCn1c(COc2ccccc2OC)nnc1SCC(=O)NC1CCCC1	10	4	-2	16	4	7	-2	-3
COc1ccc(/C=N/NC(=O)CNC(=O)c2ccc3c(c2)OCCO3)c(C(=O)O)c1OC	6	2	-8	5	-4	-1	-3	8
O=C(C1CCN(Cc2cc(Cl)ccc2O)CC1)N1CCN(Cc2ccccc2)CC1	-7	0	-10	18	-6	-10	-6	9
O=C(Cn1c(-c2ccccc2)c[n+]2ccsc12)c1ccc([N+](=O)[O-])cc1	7	2	-3	22	-8	-4	-2	7
Cc1ccnc2c1NC(=O)c1cccnc1N2C1CC1	-3	4	-6	12	7	-1	-7	4
O=C(Nc1cccc([N+](=O)[O-])c1)ONC1=NCCCCC1	5	3	-7	24	-11	-2	5	-10
O=C(O)c1ccc(N2CC3CC(C2)c2cccc(=O)n2C3)c(NC(=S)Nc2ccc(Cl)cc2Cl)c1 (stereo unspecified)	-3	-1	-13	10	5	2	-8	-7
C[C@H]1COC(=O)[C@@H](CC(=O)OC(C)(C)C)C/C=C\C[C@H](CC(=O)NCCO)C(=O)N1	-6	0	8	10	-13	2	-9	-1

Exported with two lines to a compound: 2 of the compounds above.
Screens in order – SENP7 block	SENP1 inh	UBC13 polyUb	SENP8 block-1	SENP6 block	SENP8 block-2	APOBEC3G inh	Apaf1 inhib
C[C@H]1COC(=O)[C@@H](CC(=O)OC(C)(C)C)C/C=C\C[C@H](CC(=O)NCCO)C(=O)N1
    -6	0	8	10	-13	2	-9	-1
CCOP(=O)(OCC)C(NC(=O)Nc1cccc(Cl)c1)c1ccccc1 (stereo unspecified)
    2	1	3	10	-5	0	2	8

New compounds follow:
SMILES	SENP7 block	SENP1 inh	UBC13 polyUb	SENP8 block-1	SENP6 block	SENP8 block-2	APOBEC3G inh	Apaf1 inhib
COc1cccc(N2CC(O)Cn3c2nc2c3c(=O)[nH]c(=O)n2C)c1 (stereo unspecified)	-4	1	-6	3	-6	-4	-4	8
CC1=C[C@H](C)[C@H](c2c(F)cccc2Cl)CC1=O	11	0	-4	12	3	-13	-8	5
CCOC(=O)c1ccc(N2C(=O)CC(N3CCN(Cc4ccccc4)CC3)C2=O)cc1 (stereo unspecified)	-8	0	0	10	6	-6	-6	7
N#Cc1nc(COc2ccccc2)oc1NCCCn1ccnc1	-5	0	7	6	-2	-4	-2	2
CCn1nc2cc(C(=O)NCC34CC5CC(CC(C5)C3)C4)ccc2c1OC	-34	-2	15	-463	-7	3	-10	2
Cn1ccc2c([N+](=O)[O-])cccc2c1=O	6	3	5	11	-20	-2	-7	-7
Cc1ccc(C(=O)Nc2cccc(C(F)(F)F)c2)cc1NC(=O)c1cnnc2ccccc12	-2	2&0	-13	6&10	0	8	15	-12
O=C(OCC1CC(c2ccccc2)=NO1)c1ccc(Cl)cc1 (stereo unspecified)	5	1	7	8	-4	-6	9	3
O=C(NNC(=O)c1ccco1)c1csc(N2CCOCC2)n1	11	4	2	16	-17	-6	-7	8
Cc1cc2[nH]c(=O)c(=O)[nH]c2cc1S(=O)(=O)N1CCC(C)CC1	-5	-2	6	-410	2	1	6	-4
COc1ccc(OC)c(NC(=O)c2cccc(S(=O)(=O)N(Cc3ccccc3)c3ccccc3OC)c2)c1	0	0	-8	2	15	0	-6	-4
COc1cccc(-n2c(C)cc(/C=C3\C(=N)N4N=C(CC(=O)N5CCOCC5)SC4=NC3=O)c2C)c1	1	-79	-11	-83	-6	-1	3	16
O=C(COC(=O)c1ccccc1Br)Nc1ccc2[nH]c(=O)[nH]c2c1	-3	0	3	4	-10	-3	-8	7
CCOC(=O)c1c(NC(=O)CN2C(=O)NC3(CCCCC3)C2=O)sc(C)c1-c1ccc(C)cc1	3	1	4	-3	0	4	-8	19
CC(C)CN(C(=O)c1ccc([N+](=O)[O-])s1)c1c(N)n(Cc2ccccc2)c(=O)[nH]c1=O	2	-6	-14	-1	10	4	-4	0
CC1CCCCC1NC(=O)CN(C)S(=O)(=O)c1cccc2cccnc12 (stereo unspecified)	2	-8	-4	17	0	7	-4	-23
NS(=O)(=O)c1ccc(CNC(=O)NC2(c3ccccc3)CC2)cc1	0	-1	-1	13	-3	6	-6	-2
CCOC(=O)C(=N/O)/C(C)=N/NC(=O)C(=O)Nc1ccc(Cl)cc1	2	2	-1	16	-19	4	2	8
Cc1cccc(NC(=O)CCSc2nnc(Cc3ccccc3)o2)c1	9	3	-3	5	4	1	-1	10
Cc1nn(C)c(C)c1Nc1ccc(N2C(=O)C3CC=CCC3C2=O)cc1[N+](=O)[O-] (stereo unspecified)	7	1	-21	19	12	2	-2	-14
FCCCOc1ccc(/C=N/OCc2c(Cl)cccc2Cl)cc1	5	1	-2	10	-15	-2	-8	5
COc1ccc(OC)c(CNC(=O)c2nn(C)c3c2CS(=O)(=O)c2ccccc2-3)c1	-7	-2	-4	3	-11	-9	-10	10
Cc1cccc(-c2ccc3ncnc(NCc4cccs4)c3c2)c1	-5	-6	5	-186	8	-6	-2	13
O=[N+]([O-])c1cc([N+](=O)[O-])c(Oc2cccc(Cl)c2Cl)cc1NN1CCCCC1	-6	2	-24	38	-4	-20	-12	16
O=C(NCCO)/C(=C\c1ccc(Br)cc1)NC(=O)c1cccs1	2	-17	-1	15	11	-2	1	-1
COc1ccc(/C=C2\SC(N3CCc4ccccc4C3)=NC2=O)cc1	0	-4	1	-24	-1	-1	-7	10
Cc1ccc(C)c(NC(=O)C(OC(=O)c2ccc(NC(=O)CC#N)cc2)c2ccccc2)c1 (stereo unspecified)	-8	-14	-1	-40	-8	1	2	19
CC1(C)C2CCC1(C)C(OC(=O)C[n+]1ccccc1N)C2 (stereo unspecified)	-3	-2	13	-73	9	-1	0	-10
COc1ccc(-c2csc3ncnc(N4CCN(c5ccc(OC)cc5)CC4)c23)cc1	7	-3	-3	-4	-9	-9	-8	12
Nc1c(C(O)(C(F)(F)F)C(F)(F)F)cc(C(O)(C(F)(F)F)C(F)(F)F)c2ccccc12	3	2	6	-190	-14	0	1	14
COc1ccc(CC(=O)Nc2nccs2)cc1S(=O)(=O)N1CCOCC1	2	1	8	6	11	-1	-9	-12
Cc1cccc(NC(=O)CC2CCC2)c1	-4	-1	4	7	2	-7	-4	-13
CC(C)CC(=O)Nc1ccc(C(=O)CN2C(=O)NC3(CCOc4ccccc43)C2=O)cc1 (stereo unspecified)	-8	-4	-9	2	-12	-7	-5	7
CC(C)NC(=S)N(CCc1ccncc1)C(C)C	-4	2	5	26	-5	-1	-4	-39
COCCCNC(=O)CN(c1cc([N+](=O)[O-])ccc1OC)S(C)(=O)=O	2	3	5	17	-6	-8	-5	0
O=C(CN(C(=O)c1ccc(Cl)cc1)C1CCCCC1)Nc1ccc(Cl)c([N+](=O)[O-])c1	2	-1	-15	18	-6	-3	1	5
Cc1ccc2c(c1)C(=C(C#N)C#N)C(=O)N2CCN1CCOCC1	-4	1	-16	9	-19	-4	-6	4
CC(C)C(NC(N)=O)C(=O)NC1CCCCC1 (stereo unspecified)	-2	/	3	/	-1	-1	-4	2
CCOC(=O)c1ccc2[nH]c3c(c2c1)CCCC3O (stereo unspecified)	-12	-2	2	-39	-23	-14	-5	10
C/C=C/Cn1c(Br)nc2c1c(=O)[nH]c(=O)n2C	-9	2	3	8	6	1	-5	-14
CC(=O)C1=C(O)C=C(c2ccco2)CC1c1ccco1 (stereo unspecified)	-9	6	-8	6	-20	-6	-8	10
CC(C)c1ccc(OCC(O)Cn2cnc3ccccc32)cc1 (stereo unspecified)	-1	0	16	29	-23	-9	-4	17
CN(C)CC[n+]1ccc(C(=O)c2ccccc2)cc1	8	-3	-9	20	8	-4	-5	-4
O=C(Cc1ccc(S(=O)(=O)N2CCOCC2)s1)Nc1ccccc1Br	-14	-18	-7	8	-13	-10	3	3
CCCCNC(=O)Nc1nnc(C(C)(C)C)s1	0	-7	7	21	-21	0	-2	4
CCCCCCCCCCC[N+](C)(C)CC/C=C1/c2ccccc2Sc2ccc(Cl)cc21	0	-6	106*	8	-16	-9	-2	75*
Cc1cccc(NC(=O)c2nc[nH]c2C(=O)N[C@@H](C)c2ccccc2)c1	-4	3	17	9	-8	-5	-11	18
O=C(c1nc2ncccn2n1)N1CCN(c2ccccc2)CC1	1	0	1	15	-1	1	4	5
Cc1cccc(-c2ocnc2C(=O)Nc2ccccc2NC(=O)c2ccccn2)c1	0	1	-1	2	-3	4	-2	13
COCCN(C(=O)Cn1nnc2ccccc21)C(C(=O)NC1CCCCC1)c1ccc(OC)cc1OC (stereo unspecified)	-3	1	-3	15	-20	-11	-1	17
Cc1ccc(S(=O)(=O)NCC(=O)NCc2cc(=O)n(C)c(=O)n2C)cc1C	-2	1	3	26	4	-1	-1	-9

Four of the compounds above, with bars between the fields:
mol | SENP7 block | SENP1 inh | UBC13 polyUb | SENP8 block-1 | SENP6 block | SENP8 block-2 | APOBEC3G inh | Apaf1 inhib
COCCN(C(=O)Cn1nnc2ccccc21)C(C(=O)NC1CCCCC1)c1ccc(OC)cc1OC (stereo unspecified) | -3 | 1 | -3 | 15 | -20 | -11 | -1 | 17
CC(C)c1ccc(OCC(O)Cn2cnc3ccccc32)cc1 (stereo unspecified) | -1 | 0 | 16 | 29 | -23 | -9 | -4 | 17
Cc1cccc(-c2ocnc2C(=O)Nc2ccccc2NC(=O)c2ccccn2)c1 | 0 | 1 | -1 | 2 | -3 | 4 | -2 | 13
Cc1ccc2c(c1)C(=C(C#N)C#N)C(=O)N2CCN1CCOCC1 | -4 | 1 | -16 | 9 | -19 | -4 | -6 | 4

High-throughput results (PubChem BioAssay)
